Assay outcomes (PubChem BioAssay)
ADAM10 inh – human ADAM10 inhibitors, primary screen, biochemical, QFRET, HTS; recombinant ADAM10, EDANS/DABCYL FRET peptide cleavage, 3 h; inhibition, % at 7 µM; hit rate 0.62% among 370,000;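 active means inhibition above a per-campaign cutoff equal to the mean of compounds falling between control-based bounds plus 3 SD, cut at about 20% in these data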;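 further: 0% = DMSO wells while the 100% control is not disclosed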
Target sequence (O14672 214-748 limits assumed): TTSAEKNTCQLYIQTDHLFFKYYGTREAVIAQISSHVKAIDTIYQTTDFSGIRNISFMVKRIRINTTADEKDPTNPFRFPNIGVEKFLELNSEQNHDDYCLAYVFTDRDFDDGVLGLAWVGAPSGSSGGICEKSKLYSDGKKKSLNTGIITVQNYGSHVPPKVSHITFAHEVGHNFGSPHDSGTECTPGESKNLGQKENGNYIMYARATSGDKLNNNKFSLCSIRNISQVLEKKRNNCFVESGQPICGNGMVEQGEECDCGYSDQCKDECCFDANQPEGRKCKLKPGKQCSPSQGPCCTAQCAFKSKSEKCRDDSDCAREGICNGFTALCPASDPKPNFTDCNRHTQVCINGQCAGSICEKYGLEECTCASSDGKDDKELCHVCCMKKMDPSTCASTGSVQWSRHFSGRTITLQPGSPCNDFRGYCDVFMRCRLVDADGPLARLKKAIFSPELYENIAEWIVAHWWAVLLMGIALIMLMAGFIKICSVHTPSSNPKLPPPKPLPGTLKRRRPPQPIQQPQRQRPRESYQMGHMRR
GC-B act – human GC-B receptor activators, primary screen, HEK293 GC-B cells, cGMP TR-FRET, EC30 CNP; activation, % at 10 µM; hit rate 0.11% among 370,000; 0% at EC30 CNP, 100% saturating CNP; Atrial natriuretic peptide receptor 2 (Homo sapiens), P20594;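 active means activation at 10 µM reaching about 35% in either raw or pattern-adjusted values, limit read from the data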
ssDAF-12 act – S. stercoralis DAF-12 nuclear receptor activators, primary screen, cell-based, luminescence, HEK293, GRIP1 co-expression, lit1-tk-luc. hit rate 1% among 370,000. HEK293 ssDAF-12/GRIP1 lit1-tk-luc reporter; % of 3 µM dafachronic acid response. activation, % at 6.8 µM;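 active means activation above the mean over all tested compounds plus 3 SD, cut at about 0.9% in these data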;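 further: 0% = DMSO-only wells and 100% = 3 µM delta7-dafachronic acid wells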
NPR1 activator – GC-A stimulated cGMP production enhancers – HEK293 GC-A cells, cGMP TR-FRET, EC30 ANP, primary screen. Atrial natriuretic peptide receptor 1 (Homo sapiens), P16066. 0% at EC30 ANP, 100% saturating ANP. activation, % at 10 µM. hit rate 0.14% among 370,000. AID 1671463, 2021; in the data active means activation above about 40%
hgDAF-12 ag – H. glycines DAF-12 receptor agonists, primary screen, cell-based, luminescence, HEK293, GAL4 fusion, UAS-luciferase | HEK293 GAL4-hgDAF12 UAS-luciferase reporter, agonist luminescence; normalized to butyrate control | activation, % at 6.8 µM | hit rate 1.8% among 370,000;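 active means activation above a cutoff set at the mean of all screened compounds plus 3 SD, cut at about 10% in these data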;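 further: 0% = DMSO wells and 100% = sodium butyrate wells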
DAX1 inh-1 – DAX1 (NR0B1) inhibitors, primary screen, cell-based, HEK293, Gal4-DAX1, luciferase luminescence; Nuclear receptor subfamily 0 group B member 1 (Homo sapiens), P51843; HEK293 Gal4-DAX1 luciferase reporter; inhibition, % at 6.75 µM; hit rate 0.99% among 340,000; AID 504766, 2011;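 active means inhibition above the mean over all tested compounds plus 3 SD, cut at about 4.2% in these data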;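 further: 0% = DAX1-transfected cells with DMSO and 100% = empty-vector control cells with DMSO; inhibition shows as a rise in luminescence from relieved DAX1 repression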
Target sequence (P51843 207-470 limits assumed): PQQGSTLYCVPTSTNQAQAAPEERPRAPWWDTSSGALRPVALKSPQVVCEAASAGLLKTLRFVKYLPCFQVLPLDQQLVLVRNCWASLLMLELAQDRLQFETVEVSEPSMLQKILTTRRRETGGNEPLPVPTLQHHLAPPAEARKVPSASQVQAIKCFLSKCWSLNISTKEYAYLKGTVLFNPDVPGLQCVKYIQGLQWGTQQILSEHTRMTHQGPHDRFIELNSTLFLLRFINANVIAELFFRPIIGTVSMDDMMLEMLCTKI
DAX1 inh-2 – DAX1 (NR0B1) inhibitors on StAR promoter, primary screen, cell-based, luminescence, SF-1 (NR5A1), full-length DAX-1; HEK293T StAR-luciferase reporter, SF-1/DAX-1 repression relief; inhibition, % at 6.8 µM; hit rate 1.1% among 370,000; AID 652010, 2013;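 active means inhibition above the mean over all tested compounds plus 3 SD, cut at about 3.6% in these data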;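 further: 0% = DAX-1 cells with DMSO and 100% = cells lacking DAX-1 with DMSO; higher inhibition means more luminescence from relief of DAX-1 repression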
GAA850 FXN act – FXN promoter activators, primary screen, cell-based, luciferase luminescence, HEK293 lucGAA850; HEK293 lucGAA850 FXN promoter luciferase reporter, 24 h; percent of 10 µM SAHA response; activation, % at 6 µM; hit rate 0.56% among 360,000; AID 540364, 2011;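 active means activation above the average of all compounds screened plus 3 SD, cutoff fixed separately per campaign, cut at about 7.5% in these data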;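 further: 0% = DMSO wells and 100% = 10 µM SAHA wells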
SMARCA2 activ – SMARCA2 (BRM) function activators, primary screen, cell-based, luminescence, high throughput. activation, % at 9.1 µM. MG213 cells, MMTV-luciferase reporter, dexamethasone, overnight. hit rate 1% among 370,000; in the data active means activation above about 7.8%;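 further: 0% = vehicle wells and 100% = reference activator wells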
hcDAF12 agonist – H. contortus DAF-12 nuclear receptor activators, primary screen, cell-based, luminescence, HEK293, lit1-tk-luc reporter | hit rate 1.4% among 370,000 | activation, % at 6.8 µM | HEK293 hcDAF-12 lit1-tk-luc reporter; 0% DMSO, 100% Δ7-dafachronic acid;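 active means activation above the mean of all tested compounds plus 3 SD, cut at about 5.5% in these data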;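 further: 100% = response to 3 µM Δ7-dafachronic acid high control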
sPLA2-III inh – human group III sPLA2 inhibitors, primary screen, biochemical, QFRET, BODIPY PC-A2 liposome substrate; QFRET BODIPY PC-A2 liposome hydrolysis, fluorescence; inhibition, % at 12.2 µM; hit rate 0.56% among 370,000;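 active means inhibition above mean plus 3 SD of compounds lying within the high and low control bounds, cut at about 19% in these data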;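 further: 0% = median of test compound wells and 100% = no enzyme DMSO wells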
* = called active by the depositor; · = not tested or not shown.

SMILES	ADAM10 inh	GC-B act	ssDAF-12 act	NPR1 activator	hgDAF-12 ag	DAX1 inh-1	DAX1 inh-2	GAA850 FXN act	SMARCA2 activ	hcDAF12 agonist	sPLA2-III inh
CC(C)c1ccc(C(O)c2nc3ccccc3n2C)cc1 (centres undefined)	12	3	0.6	-1	-0.2	0.2	-0.6	-0.2	2	3.2	7
COc1cc(NC(=O)CN(c2ccc(C)cc2)S(=O)(=O)c2c(C)n[nH]c2C)cc(OC)c1	18	-5	-1.0	-9	0.6	-1.4	-0.6	-2.3	-4	1.0	-24
CC(C)=CCC/C(C)=C/COc1c2occc2cc2ccc(=O)oc12	1	-7	-1.7	-5	0.4	2.6	0.5	0.5	2	-1.2	1
Cn1c(=O)c2c(nc(N3CCCCC3)n2CC(O)COc2ccccc2)n(C)c1=O (centres undefined)	21*	-1	-1.7	-6	-0.1	1.6	0.4	2.0	0	-1.0	3
O=C(Nc1ccccc1)C1CC(=O)N(Cc2ccccc2)C1 (centres undefined)	3	1	-0.5	3	-0.5	0.6	0.0	3.6	-1	0.3	3
COc1ccccc1NC(=O)Cn1c(=O)n(-c2ccccc2)c(=O)c2oc3ccccc3c21	-4	-16	-1.5	-42	1.0	-1.2	-0.8	1.3	-2	1.9	13
CC(=O)Nc1ccc(Oc2nc(-c3ccccn3)nc3ccccc23)cc1	-13	5	0.0	-2	4.9	2.4	0.0	3.5	7.9*	-0.2	5
c1cnc2c(SCc3ccc(-c4nnco4)cc3)cccc2c1	-198	8	-0.2	9	-1.7	0.0	1.7	8.4*	5	1.7	-1
CC1Cc2ccccc2N1S(=O)(=O)c1cccc(C(=O)OCC(=O)NC2CCS(=O)(=O)C2)c1 (centres undefined)	-5	4	-0.6	0	0.5	-0.1	0.8	-0.6	0	0.6	1
O=C(COC(=O)c1ccc(C(F)(F)F)cc1)Nc1cccc(S(=O)(=O)NC2=NCCCCC2)c1	1	2	-1.8	-2	-2.9	0.3	0.7	-1.1	-3	-0.4	-14
CC(C)(C)c1nnc(N/N=C/c2ccc(O)cc2)n(N)c1=O	4	6	-1.6	2	0.4	-2.3	-0.4	0.1	-1	0.6	1
COc1cccc(CN2CC(C(=O)NCCn3cccn3)CCC2=O)c1 (centres undefined)	-4	-3	-1.0	1	-0.7	0.0	0.4	0.0	-3	-1.3	2
Cc1c(C(=O)N2CCN(S(=O)(=O)c3ccccc3F)CC2)oc2c(Cl)cccc12	8	-2	-1.5	-3	1.2	-1.2	-1.2	0.6	-2	-2.6	-14
N#Cc1ccncc1Sc1ccc(Cl)cc1	2	5	-1.1	1	0.3	-0.6	0.4	0.5	6	0.6	-1
Cc1nnc(SCc2ccc(Cl)c(Cl)c2)s1	-4	-1	-0.8	-5	3.3	0.0	-0.2	5.5	-4	0.6	8
CCOC(=O)N1CCN(C(=O)c2ccc3c(=O)n(CCOC)c(=O)[nH]c3c2)CC1	-23	-2	-1.5	0	-0.1	-0.8	0.0	0.0	-3	-0.7	6
O=[N+]([O-])c1ccc(Oc2ccc(S(=O)(=O)N3CCOCC3)cn2)cc1	-7	4	-0.6	7	-0.9	-0.1	-2.6	2.6	-2	-0.1	-2
CCn1cnc2c1c(=O)n(CC(=O)NCC(C)C)c(=O)n2Cc1ccccc1	-1	6	-1.0	11	-2.5	2.4	0.1	-0.3	-2	0.5	4
CC(C)(C)c1cc(C(=O)NCC(=O)OCC(=O)c2cccc([N+](=O)[O-])c2)cc(C(C)(C)C)c1	-6	3	-0.7	-5	3.2	-0.7	0.1	-0.5	-2	0.7	4
COc1ccc(NS(=O)(=O)c2cn(C)cn2)cc1	2	4	-0.6	2	0.3	1.8	0.3	1.2	-6	-0.9	14
CC(CC(=O)NCCc1ccc(Cl)cc1)S(=O)(=O)c1ccc2c(c1)NC(=O)CO2 (centres undefined)	-2	-4	-1.2	-1	-2.1	0.0	-0.3	-1.0	-1	-1.4	-13
Cc1oc2c(c1C(=O)c1ccc(Cl)cc1)C(=O)C(=O)c1ccccc1-2	6	25	-0.6	9	-2.9	0.1	-0.5	-2.3	1	0.1	-10
CC12CCC(C(=O)N3CCN(c4ccccc4)CC3)(CC1=O)C2(C)C (centres undefined)	7	3	-1.1	0	-1.4	·	-0.4	·	-1	-1.7	8
Cc1ccc(CN2CC(C(=O)Nc3cc(S(C)(=O)=O)ccc3Cl)CC2=O)cc1 (centres undefined)	1	-2	-1.0	-5	0.5	-0.1	-0.7	2.5	-1	-1.4	8
O=C(C1=C(O)C(=O)N(c2ncccn2)C1c1ccc(Cl)c(Cl)c1)c1ccco1 (centres undefined)	-13	-8	-0.8	-2	-0.7	-0.7	-0.7	1.1	-1	1.4	-16
CN(Cc1ccccc1)C(=O)c1ccc(NC(=O)Cc2ccc(NC(=O)C3CCCN(C(=O)C4CCCC4)C3)cc2)cc1 (centres undefined)	5	-6	-1.2	-1	0.3	-1.4	-2.1	-0.4	-5	-1.5	-35
CCCn1c2c(c(=N)c3c1CCC3)CCCC2	2	9	-2.2	8	-8.3	-2.5	-2.7	0.3	-4	-3.3	6
Oc1ccc(N=Nc2cccc(Cl)c2)cc1C=Nc1ccc(N2CCOCC2)cc1	4	-8	-1.2	3	-1.7	0.3	0.0	0.7	2	4.3	-4
COc1ccccc1CNC(=O)COc1ccccc1OC	-2	5	-1.1	-2	0.6	1.4	0.0	1.0	0	1.2	0
COc1ccccc1NS(=O)(=O)c1c(C)nc2sccn2c1=O	-2	0	-0.8	2	-0.5	0.7	0.6	1.6	-1	0.9	-1
COCCCNC(=O)C1CCN(S(=O)(=O)c2ccc3nc4c(c(C(=O)O)c3c2)CCCCC4)CC1	2	-1	-0.4	1	1.4	0.5	-0.5	1.9	-1	-0.4	7
CCOC(=O)c1cccc(NC(=O)CCOc2ccccc2)c1	-5	1	-1.2	-3	-1.3	2.0	-0.5	-0.2	-2	0.5	-9
CC1CCN(C(=O)COc2ccc(Nc3ccccc3)cc2)CC1	-10	3	-1.6	2	2.1	-0.8	0.0	-0.1	-3	-1.0	-1
Cc1nc2c(C)[n+](CC(=O)c3ccccc3)ccc2n1C	5	-1	-0.6	2	0.6	·	0.3	0.3	3	2.6	6
O=C(N/N=C/c1ccc[nH]1)c1ccccc1OCc1ccccc1Cl	-8	6	-2.2	-2	5.8	0.6	-0.6	1.6	2	-2.2	-6
Cc1cccc(N(Cc2ccccc2)C(=O)CSC(C)C(=O)Nc2cc(C)on2)c1 (centres undefined)	-5	-12	-1.9	-10	-4.8	-2.0	-1.4	-2.8	-3	-2.9	3
CCOc1ccc(-c2nc(N)ncc2-c2ccccc2OC)c(O)c1	5	-9	-1.0	-18	-1.5	-1.1	-0.7	3.3	-2	-1.3	-5
CCOP(=O)(OCC)/C(=N/OC(=O)c1ccc(Cl)cc1Cl)C(N)=O	2	5	-0.8	3	1.4	0.8	-0.1	-0.3	2	-0.8	-2
Cc1ccc(OCC(=O)N(C)CC(=O)NCc2ccco2)c(Br)c1	0	3	-0.9	-1	1.3	-0.3	-0.9	-0.8	2	-0.1	-1
COc1ccc(CNCC(=O)Nc2ccccc2-n2cccc2)cc1	-15	-2	-1.4	-15	-0.7	0.5	-2.1	-1.7	-2	0.3	0
Cc1cc(N2CCN(C)CC2)nc2ccc(NC(=S)NC3CC3)cc12	-70	7	-1.8	2	-0.1	-1.4	0.0	2.1	-1	0.0	11
COc1ccc(N2C(=O)c3ccccc3C(C)(C)C2=O)cc1	5	1	-1.2	0	-2.3	-0.6	0.4	-1.4	1	-1.9	0
COc1cc(CN2CCN(CCCc3ccccc3)CC2CCO)cc(OC)c1 (centres undefined)	16	-4	-1.4	-3	4.0	0.2	0.0	0.4	-2	-0.8	-3
Cc1ccc(CN2CCCN(C)CC2)c(C)c1	3	-1	-1.8	1	0.2	-2.4	0.1	-0.3	0	-2.1	0
COC(=O)c1cc(S(=O)(=O)NCC2CCN(C(=O)C(=O)c3cccs3)CC2)cs1	-2	6	-0.9	0	1.9	·	0.7	·	-4	-1.5	10

Random excerpt: two entries already listed, in no set order.
SMILES	ADAM10 inh	GC-B act	ssDAF-12 act	NPR1 activator	hgDAF-12 ag	DAX1 inh-1	DAX1 inh-2	GAA850 FXN act	SMARCA2 activ	hcDAF12 agonist	sPLA2-III inh
CC1CCN(C(=O)COc2ccc(Nc3ccccc3)cc2)CC1	-10	3	-1.6	2	2.1	-0.8	0.0	-0.1	-3	-1.0	-1
Cc1ccc(OCC(=O)N(C)CC(=O)NCc2ccco2)c(Br)c1	0	3	-0.9	-1	1.3	-0.3	-0.9	-0.8	2	-0.1	-1

Continued:
SMILES	ADAM10 inh	GC-B act	ssDAF-12 act	NPR1 activator	hgDAF-12 ag	DAX1 inh-1	DAX1 inh-2	GAA850 FXN act	SMARCA2 activ	hcDAF12 agonist	sPLA2-III inh
O=C(Nc1cccnc1)c1ccccc1NS(=O)(=O)c1ccc(F)cc1	-28	2	-1.5	0	-4.1	-0.6	-1.1	-0.2	-6	-0.6	-20
Cc1ccc(C)c(CSc2nc3[nH]ncc3c(=O)[nH]2)c1	-4	-12	-1.7	-7	3.5	-0.7	-2.1	-3.1	0	-4.0	-5
C(=N\N=C\c1ccccn1)/c1ccccn1	8	-3	-0.9	6	0.3	0.4	-0.2	-1.0	-1	0.7	13
COc1ccccc1NC(=O)c1ccc(NC(=O)COC(=O)C2CCCCC2)cc1	13	0	-1.7	-2	1.0	0.4	-0.1	1.2	0	-0.1	-17
O=C(N/C(=C\c1ccccc1)C(=O)N1CCOCC1)c1cccc(Br)c1	7	-6	-1.4	0	-1.0	-0.7	1.4	-1.0	-1	-0.5	4
CCc1nnc(NC(=O)CN2CCOCC2)s1	3	2	-1.3	3	-1.0	-0.7	0.6	2.2	5	-0.9	2
CCC(Oc1ccccc1C)C(=O)N1CCCN(C)CC1 (centres undefined)	-1	-4	-1.0	2	-0.7	0.7	1.2	1.8	-2	-0.5	9
COC(=O)[C@@H](NC(=O)Nc1cccc(OC)c1)C(C)C	-6	-1	-1.4	-1	-0.6	0.7	-0.3	-0.1	-4	-1.2	5
O=C(NC1CCCCC1NC(=O)c1ccco1)c1ccco1 (centres undefined)	-3	-6	-1.1	-1	-1.4	1.1	0.5	-1.7	1	-1.1	-4
O=C(Cn1ccc(C(F)(F)F)n1)Nc1ccc(S(=O)(=O)NCc2ccco2)cc1	1	2	-1.3	-1	0.5	-2.4	-0.4	0.7	0	-2.3	-23
Cc1ccc(S(=O)(=O)/N=C2\C=C(NS(=O)(=O)c3ccccc3)C(=O)c3ccccc32)c(C)c1	8	-4	-1.4	-6	-2.6	-0.6	-1.5	1.8	-1	0.0	-13
